Screens (PubChem)
IL2 activator = activates IL-2 in a cell-based reporter assay. IL-2 activation reporter assay, cell-based qHTS; stimulated with anti-CD3/CD4/CD28 beads; in transgenic mouse T cells. activation, % (series mostly up to about 46 µM). hit rate 0.065% among 360,000. AID 652025; in the data active means activation above about 50%; inconclusive means mostly about 30% to 49%; further: 0% is about no effect
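Unstimulated transgenic mouse T cells, 750 per well, received compound and, after 60 minutes, anti-CD3/anti-CD4 bead plus anti-CD28 stimulation. EGFP and DsRed were quantified after 18 hours.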
GLP1R cytotox = cytotoxicity in counter-screen for GLP-1R inverse agonists | HEK293 cAMP-luciferase reporter cells, luminescence, 24 h | Potency, µM (top dose mostly 38.3 µM), for inactives: at the highest dose activity change, negative = inhibition, usual class: inhibitors | hit rate 0.13% among 410,000 | AID 624418;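 further: loss of luciferase light is scored as toxicity; potency means the concentration at half of the fitted maximal effect; on the % scale 0 is the no-effect control and ±100 the full control effect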
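Luminescence readout: signal drop marks cytotoxicity. Plated cells grew 12 h at 37 °C, 5% CO2, received 23 nL compound for 24 h, then got luciferase reagent, read after 12 min at RT.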
WRN helicase inh = blocks human WRN helicase. Q14191. WRN helicase unwinding, fluorescent forked duplex, kinetic. Potency, µM (highest dose often 114 µM), without a hit: at the top dose activity change, negative = inhibition, hits mostly inhibitors. hit rate 0.46% among 360,000. AID 651768; further: potency means the concentration at half of the fitted maximal effect; on the % scale 0 is the no-effect control and ±100 the full control effect; nearly all actives have a fitted effect of over 55% in size
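Fluorescence dequenching readout, ex 525 nm/em 598 nm, kinetic mode: forked duplex DNA (100 nM final) with adjacent fluorophore and quencher unwound by WRN (20 nM final) with 2 mM ATP. Compound preincubation 15 min, room temperature.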
PI5P4Ka inh = PI5P4K alpha (human) kinase inhibition | P48426 | PI5P4Kalpha enzyme, ADP-Glo luminescence, 60 min; active compounds read low | max response, % | hit rate 1.2% among 330,000; active means max response of -50% or lower; inconclusive means between -30% and -50%; inactive means -30% or higher; further: value at the top dose of about 77 µM; on the % scale 0 is the no-effect control and ±100 the full control effect
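Enzyme plus substrate dispensed, test compounds pinned in, then ATP (5 microM final) added. After 60 min at RT, ADP-Glo reagent 1 for 45 min and reagent 2 for 30 min preceded luminescence imaging.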
GLP-1R agonist = agonists of human GLP-1 receptor | hit rate 0.007% among 380,000 | Potency, µM (top dose mostly 45.6 µM), without a hit: at the highest dose activation, usual class: activators | HEK293 GLP-1R CRE-luciferase, luminescence, 4-6 h; cells express a hypersensitive GLP-1R form | AID 624172; further: potency means the concentration at half of the fitted maximal effect; % of control where 0% means no effect
Target sequence (P43220 whole entry, looked up): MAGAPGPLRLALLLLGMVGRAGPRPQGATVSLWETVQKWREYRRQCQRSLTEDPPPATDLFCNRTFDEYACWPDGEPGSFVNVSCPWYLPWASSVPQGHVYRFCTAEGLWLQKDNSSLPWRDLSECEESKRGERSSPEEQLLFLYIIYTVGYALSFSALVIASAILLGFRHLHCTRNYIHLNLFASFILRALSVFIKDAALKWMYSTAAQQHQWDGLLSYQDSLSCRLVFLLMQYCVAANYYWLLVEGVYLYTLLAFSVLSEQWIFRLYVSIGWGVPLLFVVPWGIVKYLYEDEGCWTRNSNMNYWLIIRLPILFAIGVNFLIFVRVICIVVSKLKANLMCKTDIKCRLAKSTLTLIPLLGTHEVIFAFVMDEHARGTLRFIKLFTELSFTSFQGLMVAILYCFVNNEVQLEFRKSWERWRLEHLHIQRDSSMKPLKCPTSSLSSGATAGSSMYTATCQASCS
D3 antag = blocks the human D3 dopamine receptor; D3R cells, DiscoveRx beta-arrestin luminescence, antagonist mode; active compounds read low; max response, negative = inhibition, %; hit rate 2.5% among 360,000; AID 652054; in the data active means max response below about -50%; inconclusive means no clear call, values can overlap the other calls; further: on the % scale 0 is the no-effect control and ±100 the full control effect; mostly tested at two doses, the higher about 12 µM
Target sequence (P35462 whole entry, looked up): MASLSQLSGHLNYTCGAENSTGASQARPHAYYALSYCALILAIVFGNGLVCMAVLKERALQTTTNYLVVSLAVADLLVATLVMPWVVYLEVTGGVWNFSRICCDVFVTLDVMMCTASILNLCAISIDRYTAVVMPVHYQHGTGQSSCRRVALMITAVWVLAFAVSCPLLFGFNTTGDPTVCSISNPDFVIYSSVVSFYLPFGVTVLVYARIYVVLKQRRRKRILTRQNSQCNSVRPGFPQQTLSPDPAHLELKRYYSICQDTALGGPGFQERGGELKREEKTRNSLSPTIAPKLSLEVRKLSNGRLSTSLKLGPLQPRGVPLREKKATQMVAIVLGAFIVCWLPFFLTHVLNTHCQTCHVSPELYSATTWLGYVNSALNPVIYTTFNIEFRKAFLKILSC
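Cells plated overnight at 1500 cells/well, then exposed to library compounds with dopamine controls for 90 minutes at 37 degrees C. DiscoveRx reagent added for 30–60 minutes at room temperature; luminescence read, quantitative HTS format.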
GLP-1R inv ag = inverse agonists of human GLP-1 receptor | Potency, µM (doses to about 38.3 µM), for inactives: at the highest dose activity change, negative = inhibition, most hits filed as inhibitors | P43220 | HEK293 GLP-1R CRE-luciferase, luminescence, 24 h; GLP-1R form is constitutively active | hit rate 1.6% among 410,000 | AID 624417; further: potency means the concentration at half of the fitted maximal effect; on the % scale 0 is the no-effect control and ±100 the full control effect; nearly all actives have a fitted effect of over 55% in size
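Constitutively active GLP-1R drives a cAMP-responsive luciferase in stably transfected HEK293 cells; test compounds are added after overnight (12 h) attachment and left 24 hr, and signal loss in luminescence marks inhibition.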
PLK1 PBD inh = inhibitors of human PLK1 polo-box domain binding; AID 720504; Potency, µM, for inactives: max response, negative = inhibition, usual class: inhibitors; P53350; Plk1 PBD binding of FITC phosphopeptide, fluorescence polarization; hit rate 2.8% among 360,000; further: potency means the concentration at half of the fitted maximal effect; series mostly up to about 57 µM; on the % scale 0 is the no-effect control and ±100 the full control effect; nearly all actives have a fitted effect of over 65% in size
D3 ag = activates the human D3 dopamine receptor; P35462; D3R DiscoveRx beta-arrestin cells, luminescence, 90 min; max activation, %; hit rate 0.58% among 410,000; in the data active means max activation above about 30%; further: 0% is about no effect; mostly tested at two doses, the higher about 12 µM
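Agonist-mode cell screen: cells plated at 1500/well and incubated overnight at 37 °C, then exposed to library compounds for 90 min at 37 °C. Detection reagent was added for 30–60 min at room temperature, and luminescence was read.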
Starred values were filed as active, the others as inactive; ? = inconclusive; · = no result given; [ ] = remark or other dose. Unless noted, the call rests on the fitted dose curve; in most records, active means well fitted curve in the direction sought with a large enough effect; inconclusive means small, poorly fitted or top-dose-only effect, or another doubt; inactive means no such curve, though single readings can be large; an effect the other way counts as inactive or inconclusive.

cpd	Structure	IL2 activator	GLP1R cytotox	WRN helicase inh	PI5P4Ka inh	GLP-1R agonist	D3 antag	GLP-1R inv ag	PLK1 PBD inh	D3 ag
1	O=C(O)CN1C(=O)/C(=C\c2cc(Br)ccc2OCc2ccc([N+](=O)[O-])cc2)SC1=S	1.4	0.5%	?	-71.0*	1.9%	16.3	3.4%	21.2µM*	0.9
2	O=S(=O)(c1ccc(=S)[nH]c1)N1CCN(Cc2ccccc2)CC1	-0.6	8.6%	-24.3%	5.8	-1.9%	-2.2	-6.8%	?	-10.0
3	Cc1cc([N+](=O)[O-])nn1Cc1noc(C(=O)NCc2ccc3c(c2)OCO3)n1	-0.1	0.9%	3.1%	-3.1	6.6%	-3.6	2.0%	1.0%	-1.2
4	c1ccc(Cc2c(-c3ccccc3)nc3c4ccccc4ccn23)cc1	0.4	-3.4%	2.6%	0.9	-1.6%	20.5	?	-5.8%	1.3
5	CCN1CCN(c2ncc(C(=O)N3CCN(c4ccccc4OC)CC3)c3ccccc23)CC1	-0.2	-24.6%	-4.0%	-3.4	0.1%	23.0	-31.9%	-11.3%	-3.3
6	S=C(Nc1ccc(Cl)cc1)NC1CC2CCC(C1)N2Cc1ccccc1 (stereo not drawn)	-1.0	-2.4%	-23.1%	20.2	8.7%	-76.0*	7.08µM*	-8.7%	-14.2
7	O=C(CN(CC1CCCO1)S(=O)(=O)c1ccc(S(=O)(=O)NCC2CCCO2)cc1)Nc1ccccc1 (stereo not drawn)	-1.0	1.2%	-10.5%	·	?	7.5	38.9%[activator]	-1.1%	3.0
8	O=C(CNS(=O)(=O)c1cccs1)N1CCN(c2cccc(C(F)(F)F)c2)CC1	·	2.9%	·	·	0.0%	·	-4.8%	·	-16.2
9	COc1ccccc1/C=C/C(=O)OCC(=O)c1cc(C)n(C)c1C	-0.1	1.6%	-5.3%	-2.9	-3.8%	-5.8	-7.5%	-1.4%	-4.2
10	O=C(COC(=O)c1ccco1)NCc1ccc(Cl)cc1	-0.1	-4.2%	-4.2%	-2.1	-0.6%	1.9	14.5%	-5.0%	0.1
11	O=C(Nc1cccc(-n2cnnn2)c1)c1ccc(C(F)(F)F)cc1	1.8	-14.1%	-9.7%	-5.0	15.2%	-0.1	-16.9%	-1.4%	-1.2
12	CCCc1ccc(S(=O)(=O)N/N=C\c2ccc3c(c2)OCO3)cc1	-1.5	4.0%	-1.0%	0.8	-5.1%	7.2	23.1%	-0.6%	20.2
13	N#CC1C(=O)c2ccccc2C1c1ccccc1 (stereo not drawn)	-6.6	?	12.6µM*	-17.5	-24.2%	-4.1	?	29.9µM*	-7.6
14	Cc1ccc(S(=O)(=O)NC(c2ccccc2)C(C)C(=O)n2nc(C)cc2C)cc1 (stereo not drawn)	-0.5	28.5%	-10.8%	5.5	-3.6%	?	?	-0.5%	-6.8
15	COc1ccc(OC)c(NC(=O)CCNC(=O)Cn2ccc3ccccc3c2=O)c1	0.6	-3.1%	-5.3%	4.1	2.2%	-19.4	11.1%	-4.1%	-9.6

Retrieved one by one from the list above:
cpd	Structure	IL2 activator	GLP1R cytotox	WRN helicase inh	PI5P4Ka inh	GLP-1R agonist	D3 antag	GLP-1R inv ag	PLK1 PBD inh	D3 ag
2	O=S(=O)(c1ccc(=S)[nH]c1)N1CCN(Cc2ccccc2)CC1	-0.6	8.6%	-24.3%	5.8	-1.9%	-2.2	-6.8%	?	-10.0
4	c1ccc(Cc2c(-c3ccccc3)nc3c4ccccc4ccn23)cc1	0.4	-3.4%	2.6%	0.9	-1.6%	20.5	?	-5.8%	1.3

The listing continues:
cpd	Structure	IL2 activator	GLP1R cytotox	WRN helicase inh	PI5P4Ka inh	GLP-1R agonist	D3 antag	GLP-1R inv ag	PLK1 PBD inh	D3 ag
16	CC(=O)c1c(C)[nH]c(C(=O)OCC(=O)Nc2cccnc2Cl)c1C	-0.7	-8.7%	6.9%	-1.9	14.4%	3.4	39.9%[activator]	-12.5%	5.7
17	COc1ccc(NC(=O)c2oc3ccccc3c2NC(=O)C(C)(C)C)cc1	-0.3	7.0%	-18.3%	·	10.6%	3.1	?	-3.7%	1.3
18	CCOC(=O)c1cc(NC(=O)c2ccc(C)cc2)c(=O)oc1C(F)(F)F	-3.5	-9.4%	-3.3%	-5.8	-2.4%	-8.0	0.7%	-29.0%	0.0
19	Cc1cc(-c2n[nH]c(=S)n2/N=C/c2ccccc2[N+](=O)[O-])n[nH]1	0.6	4.8%	0.7%	-15.0	0.7%	-20.0	4.2%	-17.9%	1.3
20	COc1cccc(OCC(=O)NC2CC(=O)N(c3ccc4c(c3)OCCO4)C2)c1 (stereo not drawn)	·	-6.2%	·	·	0.3%	·	8.8%	·	2.8
21	COc1ccc(OC)c(NC(=O)CCc2c(C)nc3c(c(C)nn3C(C)(C)C)c2C)c1	·	5.6%	·	·	13.6%	·	2.0%	·	0.7
22	COc1ccc(O)c(/C=N/NC(=O)c2cccc(N3CCCC3=O)c2)c1	-0.4	10.3%	4.4%	0.3	-3.9%	1.9	-20.7%	-2.4%	0.8
23	O=c1c2cc(Cl)cc(Cl)c2nc2n1CCC2	-0.3	1.9%	2.5%	1.9	0.3%	10.4	7.1%	-7.1%	0.1
24	O=C1NC(c2ccc(Cl)cc2)Oc2ccccc21 (stereo not drawn)	0.2	2.6%	9.4%	-6.4	-2.3%	4.9	9.9%	-2.5%	-2.7
25	CCCCCCCCCCCCCC(=O)O	-0.3	4.3%	-1.5%[11.6 µM]	47.5	-1.7%	5.1	?	?	12.9
26	COc1ccc(S(=O)(=O)NC2CC(=O)N(c3ccc(C)c(C)c3)C2)cc1 (stereo not drawn)	-2.4	-17.9%	-3.8%	6.6	10.5%	2.9	?	2.2%	-1.2
27	Cc1cccc(OCC(=O)NNC(=O)CCCCC(=O)NNC(=O)COc2cccc(C)c2)c1	-4.0	-6.2%	6.5%	-0.7	-5.0%	11.7	5.1%	-6.9%	7.2
28	Cc1ccc(S(=O)(=O)c2c(C)nn(C(C)(C)C)c2OC(=O)c2cccs2)cc1	1.9	?	-7.2%	7.0	-16.0%	-1.8	?	-2.0%	3.2
29	CCOCCC(=O)Nc1cc(Cl)ccc1OC	1.4	2.0%	9.8%	·	-1.7%	-17.6	?	-8.1%	1.4
30	CCC(OC(=O)c1ccco1)C(=O)NCc1ccc(C)cc1 (stereo not drawn)	-0.7	6.4%	7.7%	·	-0.2%	-1.7	0.0%	-1.9%	0.0
31	O=C(CN(c1ccccn1)S(=O)(=O)c1ccccc1)N/N=C/c1cccc([N+](=O)[O-])c1	1.7	-1.6%	10.9%	-3.3	-0.1%	-1.5	12.1%	-2.7%	9.6
32	O/N=C/c1ccc2ccccc2n1	-1.3	-2.7%	-6.1%	0.2	12.2%	10.5	29.9%	-7.7%	15.6
33	CC1=NN(C(N)=S)C(=O)C1N=Nc1ccc(S(N)(=O)=O)cc1 (stereo not drawn)	0.3	-20.8%	-9.7%	-4.2	-3.7%	111.1	-2.1%	-5.9%	1.3
34	NS(=O)(=O)c1ccc(NC(=O)C2CCCO2)cc1 (stereo not drawn)	-1.7	4.0%	-13.6%	·	5.4%	15.6	-2.0%	-3.0%	-2.3
35	COc1ccc(-c2coc3c(C(=O)NCc4cccc(Cl)c4)cccc23)c(C)c1	-0.7	2.3%	-6.5%	0.1	-2.6%	-18.5	?	-4.4%	3.5
36	c1ccc2c(CCN3CCNC[C@H]3Cc3cccc4ccccc34)cccc2c1	-0.4	4.3%	-2.3%	14.0	5.9%	5.2	-11.6%	0.0%	6.6
37	Cn1c(CSc2nc3ccccc3n2C)nc2ccccc21	-0.7	-19.0%	-10.8%	-4.0	5.2%	-6.4	0.6%	-8.3%	-2.8
38	Cc1cccc(N2CCN(C(=O)c3cccc(N4C(=O)C5C6C=CC(C6)C5C4=O)c3)CC2)c1C (stereo not drawn)	-2.3	4.4%	0.7%[57.1 µM]	-4.2	4.7%	4.2	2.0%	-2.9%	10.6
39	CCOCCc1nnc(NC(=O)c2cc(OC)c(OC)c(OC)c2)s1	0.1	-2.6%	1.8%	6.5	1.1%	14.8	46.3%[activator]	-12.4%	-3.0
40	CS(=O)(=O)c1ccc(C(=O)NC(Cc2ccccc2)c2ccccc2)cc1 (stereo not drawn)	-1.1	?	-2.2%	-4.5	6.1%	0.0	10.4%	-2.6%	-8.1
41	O=C(NCc1cccc(C(F)(F)F)c1)c1c[nH]c(=O)s1	-0.2	-9.5%	-9.2%[57.1 µM]	-4.3	-2.7%	-3.4	?	-6.6%	1.1
42	CCOC(=O)c1cc(C#N)c(SCc2cccc3ccccc23)nc1C	0.2	21.9%	-4.2%	-0.9	-2.4%	-23.1	-29.6%	-6.8%	-6.3
43	CC(=O)Nc1ccc(S(=O)(=O)NCCSCc2cccc(Cl)c2)cc1	-1.7	-14.2%	-11.1%[57.1 µM]	0.9	8.2%	2.1	?	54.5%[activator]	3.7
44	Cc1[nH]n(-c2ccccc2)c(=O)c1C=Nc1ccc(S(=O)(=O)Nc2nccs2)cc1	-2.2	4.2%	-16.1%	-20.6	-0.5%	-26.8	7.1%	23.8µM*	0.1
45	COCC(=O)NC1CCN(S(=O)(=O)c2cccc(C(C)=O)c2)CC1	2.3	-0.3%	0.7%	-3.8	0.4%	-6.5	0.9%	-9.6%	-11.0

In the list so far, four contain fluorine.
cpd	Structure	IL2 activator	GLP1R cytotox	WRN helicase inh	PI5P4Ka inh	GLP-1R agonist	D3 antag	GLP-1R inv ag	PLK1 PBD inh	D3 ag
8	O=C(CNS(=O)(=O)c1cccs1)N1CCN(c2cccc(C(F)(F)F)c2)CC1	·	2.9%	·	·	0.0%	·	-4.8%	·	-16.2
11	O=C(Nc1cccc(-n2cnnn2)c1)c1ccc(C(F)(F)F)cc1	1.8	-14.1%	-9.7%	-5.0	15.2%	-0.1	-16.9%	-1.4%	-1.2
18	CCOC(=O)c1cc(NC(=O)c2ccc(C)cc2)c(=O)oc1C(F)(F)F	-3.5	-9.4%	-3.3%	-5.8	-2.4%	-8.0	0.7%	-29.0%	0.0
41	O=C(NCc1cccc(C(F)(F)F)c1)c1c[nH]c(=O)s1	-0.2	-9.5%	-9.2%[57.1 µM]	-4.3	-2.7%	-3.4	?	-6.6%	1.1
